# Screening results (PubChem)
# ATG4B inhibitor: blocks human ATG4B protease cleavage of LC3 substrate; 0.51% of 340,000 active; ATG4B cleavage of LC3-PLA2, NBD-HPC fluorescence, 1 h; Q9Y4P1; inhibition, % at 8.33 µM; in the data active = inhibition above about 40%
# Target sequence (Q9Y4P1 whole entry, looked up): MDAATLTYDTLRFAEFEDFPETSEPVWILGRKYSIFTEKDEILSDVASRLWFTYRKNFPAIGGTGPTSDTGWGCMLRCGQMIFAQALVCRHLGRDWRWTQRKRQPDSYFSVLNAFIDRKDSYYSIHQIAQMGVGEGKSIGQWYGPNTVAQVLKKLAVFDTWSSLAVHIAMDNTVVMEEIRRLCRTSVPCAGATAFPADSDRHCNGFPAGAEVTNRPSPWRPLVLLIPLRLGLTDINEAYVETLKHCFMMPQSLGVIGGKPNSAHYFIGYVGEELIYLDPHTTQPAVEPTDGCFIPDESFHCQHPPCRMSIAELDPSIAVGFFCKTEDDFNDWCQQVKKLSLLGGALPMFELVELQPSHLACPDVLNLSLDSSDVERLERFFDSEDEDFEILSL
# hIAP inh: blocks human intestinal alkaline phosphatase. purified IAP, CDP-Star luminescence, 30 min. inhibition, % at 10 µM. 0.12% of 330,000 active;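 active = inhibition reaching a set limit with compound at 10 µM in the primary screen, cut at about 35% in these data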;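 also: plate controls were DMSO wells with enzyme for no effect and no-enzyme buffer wells for full effect; values of inactives mirror those of a sister screen read the other way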
# Target sequence (P09923 whole entry, looked up): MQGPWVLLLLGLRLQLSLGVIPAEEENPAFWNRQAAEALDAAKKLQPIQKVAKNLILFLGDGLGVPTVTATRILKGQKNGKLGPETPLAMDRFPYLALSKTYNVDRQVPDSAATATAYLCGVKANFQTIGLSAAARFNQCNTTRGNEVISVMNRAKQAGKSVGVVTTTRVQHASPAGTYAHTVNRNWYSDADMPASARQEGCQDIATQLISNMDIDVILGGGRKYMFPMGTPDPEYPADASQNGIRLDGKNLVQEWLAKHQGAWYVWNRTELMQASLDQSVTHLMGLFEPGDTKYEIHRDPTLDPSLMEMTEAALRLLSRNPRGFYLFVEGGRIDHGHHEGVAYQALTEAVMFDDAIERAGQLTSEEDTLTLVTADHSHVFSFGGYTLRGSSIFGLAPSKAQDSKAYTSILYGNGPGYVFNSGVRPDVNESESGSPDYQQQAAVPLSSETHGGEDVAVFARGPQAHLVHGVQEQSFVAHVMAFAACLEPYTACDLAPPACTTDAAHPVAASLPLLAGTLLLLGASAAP
# NALP3 yeast inh: blocks the NALP3 inflammasome reconstituted in yeast; Yeast reconstituted NLRP3/ASC/caspase-1, beta-gal luminescence, 24 h; AID 2825; 0.39% of 330,000 active; inhibition, % at 10 µM;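 active = inhibition of 50% or more; inactive = inhibition below 50%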;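 also: plate controls were induced DMSO wells for no effect and uninduced yeast grown without galactose for full effect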
# Apaf1 inhib: human Apaf-1 inhibition; O14727; reconstituted apoptosome caspase-3 activity, DEVD-Rh110 fluorescence; inhibition, % at 20 µM; 0.71% of 330,000 active; AID 489030; active = inhibition of at least 40% at 20 µM;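 also: plate controls were DMSO wells for no effect and DEVD-CHO caspase inhibitor wells for full effect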
#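 Material: cell-free apoptosome with Apaf-1, procaspase-3 and caspase-9; Buffer or medium: Hepes pH 7.5 with detergent and BSA; Reagent: cytochrome c trigger plus (Z-DEVD)2-Rh110 caspase-3 substrate; Times: compound with Apaf-1, dATP, procaspase-3 30 min, then 50 min reaction, room temperature; Technique: Rh110 fluorescence intensity.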
# TIM10 inh: inhibits growth of TIM10 yeast strain; S. cerevisiae TIM10 strain growth, BacTiter-Glo luminescence, 24 h; inhibition, % at 10 µM; 1.4% of 330,000 active; AID 463195;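 active = inhibition of 40% or more at the single tested concentration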;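 also: wild-type TIM10 isogenic control strain grown at permissive 25 °C; 0% = DMSO yeast wells and 100% = minimal medium wells without yeast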
# mIAP act: mouse IAP activation | 0.24% of 330,000 active | muIAP, CDP-Star luminescence, 30 min; stronger effect = higher value; 1 = vehicle-only enzyme signal, 0 = enzyme-free wells | AID 2805 | activation factor at 10 µM;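 active = activation factor of at least 2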; also: the source names both 10 and 20 µM as test concentration; values of inactives mirror those of a sister screen read the other way
#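 Assay system: mouse IAP enzyme; Reagent: CDP-Star chemiluminescent phosphatase substrate; Compound: DMSO-dissolved test compounds; Incubation: 30 min, room temperature; Technique: luminescence from enzymatic CDP-Star hydrolysis; Controls: DMSO-only wells and no-enzyme negative control.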
# hIAP activ: human IAP activation. P09923. purified human IAP, CDP-Star luminescence, 30 min; stronger effect = higher value; 1 = vehicle-only enzyme, 0 = enzyme-free background. activation factor at 10 µM. 0.16% of 330,000 active. AID 2524;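 active = activation factor of the enzyme at least 2-fold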; also: the source names both 10 and 20 µM as test concentration; values of inactives mirror those of a sister screen read the other way
# tim10-1 inh: growth inhibitors of tim10-1 mutant yeast; AID 463190; inhibition, % at 20 µM; 2.2% of 330,000 active; S. cerevisiae tim10-1 ts strain growth, BacTiter-Glo, 24 h;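 active = inhibition of at least 40%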;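 also: mutant grown at 25 °C; 0% = DMSO wells with yeast and 100% = wells holding no yeast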
# mIAP inh: mouse IAP inhibition. purified mouse IAP, CDP-Star luminescence, 30 min. inhibition, % at 10 µM. 0.2% of 330,000 active. AID 2806;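 active = inhibition of at least 40% at 10 µM in the primary screen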;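 also: plate controls were DMSO with enzyme for no effect and no enzyme wells for full effect; values of inactives mirror those of a sister screen read the other way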
# * marks the source's active call; other numbers are inactive results; · = no result given. Rows are unselected; any-hit rate near 4.5%.
SMILES,ATG4B inhibitor,hIAP inh,NALP3 yeast inh,Apaf1 inhib,TIM10 inh,mIAP act,hIAP activ,tim10-1 inh,mIAP inh
COc1ccc(C2=NN(C(=O)CCC(=O)O)C(c3cccs3)C2)cc1 (stereo not given),-2,-7,4,-13,6,0.93,1.1,4,7
COc1ccc(C(O)(c2ccccc2OC)C(CN2CCOCC2)c2ccccc2)cc1 (stereo not given),-7,6,16,0,15,1,0.94,28,-3
O=C(c1cc(-c2ccc3c(c2)OCO3)on1)N1CCN(c2ccccc2)CC1,0,-5,30,7,44*,0.95,1.1,41*,5
COc1ccc2c(c1OC)C(=O)N1C2SC(C)(C)[C@H]1C(=O)NCCCOC(C)C (stereo not given in full),-3,4,-3,9,17,1,0.96,18,0
Cc1cccc(N2CCN(C(=O)c3cc(S(=O)(=O)N(C)C)ccc3N3CCCC3)CC2)c1C,-2,3,12,13,19,1,0.97,5,-1
CC/C(C)=N/N1C(=O)c2ccccc2NC1(C)CC (stereo not given),5,14,3,-2,-5,0.95,0.86,12,5
CCc1ccc(CN2CCCC(CNC(=O)c3cccc(OC)c3OC)C2)cc1 (stereo not given),-1,-24,12,2,-2,1,1.2,2,-4
CCc1ccccc1NC(=O)CNC(=O)c1ccc(-n2cncn2)c([N+](=O)[O-])c1,-17,0,25,-3,17,0.92,1,3,8
CCc1nc(N2CCN(C(=O)CCl)CC2)c2c3c(sc2n1)CC(C)CC3 (stereo not given),14,-1,24,19,38,0.99,1,15,0
Nc1ccccc1C(=O)NC1CCCNC1=O (stereo not given),10,-7,-6,-17,7,1,1.1,-6,-3
Cc1ccc(NC2(C#N)C(=O)Nc3ccccc32)cc1 (stereo not given),-2,-3,15,8,1,0.91,1,0,9
CCOC(=O)C1CCCN(c2c(N3CCC(N4CCCCC4)CC3)c(=O)c2=O)C1 (stereo not given),7,10,16,5,-14,0.97,0.9,12,3
Cc1nnc(N2CCCCC2)c2ccccc12,-2,13,-12,-26,1,0.98,0.87,0,2
O=C(C[C@H]1C/C=C\C[C@H](NC(=O)OCC2c3ccccc3-c3ccccc32)C(=O)O[C@H](c2ccccc2)CNC1=O)N[C@H](CO)Cc1ccccc1,-3,-1,20,19,-9,1.1,1,26,-14
O=C(Nc1sc2c(c1C(=O)O)CCCCC2)c1ccco1,-5,5,-19,-3,24,0.92,0.95,25,8
CSCCC(NC(=O)c1ccco1)C(=O)NCCc1ccc(Cl)cc1 (stereo not given),-13,2,-4,3,-4,1,0.97,6,-1
O=C(CNC(=O)c1cccs1)N=Nc1c(O)[nH]c2ccc(Br)cc12,4,-52,12,3,9,0.86,1.5,-7,14
Cn1c(=O)c2c(-c3cccc(Br)c3)c(C#N)c(N)nc2n(C)c1=O,-3,4,-5,8,-11,1.1,0.96,0,-6
c1ccc(Oc2cccc(OCCCn3cncn3)c2)cc1,-3,3,3,11,8,1,0.97,21,-5
Cc1nn(C)c(C(=O)N2CCc3ccccc32)c1Cl,2,6,27,8,5,0.93,0.94,14,7
NC(=O)CN(c1ccc(Oc2ccccc2)cc1)S(=O)(=O)c1ccccc1,13,-6,9,4,13,0.9,1.1,5,10
O=C(NC1=NCCS1)C1CCN(S(=O)(=O)c2ccccc2C(F)(F)F)CC1,-3,5,3,-14,1,1.1,0.95,10,-5
COc1ccccc1NC(=O)Nc1ccc(C(N)=O)cc1,-3,2,-11,-10,4,1,0.98,2,-2
Cc1ccc(C(=O)N2CCCC(CCC(=O)NCc3ccccc3F)C2)cn1 (stereo not given),18,10,9,4,2,0.97,0.91,-16,2

# By substructure: those above with an aryl methoxy group.
SMILES,ATG4B inhibitor,hIAP inh,NALP3 yeast inh,Apaf1 inhib,TIM10 inh,mIAP act,hIAP activ,tim10-1 inh,mIAP inh
COc1ccc(C2=NN(C(=O)CCC(=O)O)C(c3cccs3)C2)cc1 (stereo not given),-2,-7,4,-13,6,0.93,1.1,4,7
COc1ccc(C(O)(c2ccccc2OC)C(CN2CCOCC2)c2ccccc2)cc1 (stereo not given),-7,6,16,0,15,1,0.94,28,-3
COc1ccc2c(c1OC)C(=O)N1C2SC(C)(C)[C@H]1C(=O)NCCCOC(C)C (stereo not given in full),-3,4,-3,9,17,1,0.96,18,0
CCc1ccc(CN2CCCC(CNC(=O)c3cccc(OC)c3OC)C2)cc1 (stereo not given),-1,-24,12,2,-2,1,1.2,2,-4
COc1ccccc1NC(=O)Nc1ccc(C(N)=O)cc1,-3,2,-11,-10,4,1,0.98,2,-2

# The list continues:
SMILES,ATG4B inhibitor,hIAP inh,NALP3 yeast inh,Apaf1 inhib,TIM10 inh,mIAP act,hIAP activ,tim10-1 inh,mIAP inh
Cc1ccc(S(=O)(=O)N2CCN(CC(=O)N/N=C/c3ccccc3OCC(=O)O)CC2)cc1,-3,-6,-7,-12,-2,0.95,1.1,15,5
O=C(Nc1sc2c(c1C(=O)O)CCCC2)c1cccc(Cl)c1,42*,-3,-15,15,-17,0.91,1,21,10
Cc1ccc(CN2CCC(Oc3cccc(C(=O)N(C)CCN(C)C)c3)CC2)cc1C,-4,-1,2,6,-6,1,1,-24,-3
Cc1ccc(S(=O)(=O)N2[C@@H](c3ccc(F)cc3)C(C(=O)O)=CC[C@H]2c2ccc(Cl)cc2)cc1,-9,4,-2,26,-3,0.93,0.96,37,7
Cc1ccc2nc(C(F)C(F)(F)F)[nH]c2c1 (stereo not given),11,-12,15,-10,-1,1.1,1.1,18,-11
O=C(COC(=O)c1cc(=O)c2ccccc2o1)Nc1cc(Cl)ccc1Cl,9,8,3,14,-5,1.1,0.92,-4,-13
Cc1ccc2sc(=O)[nH]c2c1,-5,-34,16,-6,-13,1.1,1.3,-5,-6
OCCC1CN(Cc2ccc3nonc3c2)CCN1Cc1ccsc1 (stereo not given),5,-21,-3,6,-15,1,1.2,19,-3
Cn1c(=O)cc(OCC(=O)N2CCC(N3CCCCC3)CC2)c2ccccc21,-22,25,-2,-8,6,1.1,0.75,-2,-6
COC(=O)C1CCCCN1C(=O)c1ccc2oc(Cc3ccccc3)nc2c1 (stereo not given),4,15,14,18,2,1,0.85,20,-2
O=[N+]([O-])c1ccc(S(=O)(=O)Nc2cccc(-c3ccc(N4CCOCC4)nn3)c2)cc1,-5,-5,6,10,-2,0.98,1.1,-3,2
CCOC(=O)c1nn(-c2ccc(Cl)cc2Cl)c(=N)c(C#N)c1C,·,9,18,29,20,0.69,0.91,-6,31

# Rewritten tab-delimited: 3 of the compounds above
molecule	ATG4B inhibitor	hIAP inh	NALP3 yeast inh	Apaf1 inhib	TIM10 inh	mIAP act	hIAP activ	tim10-1 inh	mIAP inh
Cc1nn(C)c(C(=O)N2CCc3ccccc32)c1Cl	2	6	27	8	5	0.93	0.94	14	7
NC(=O)CN(c1ccc(Oc2ccccc2)cc1)S(=O)(=O)c1ccccc1	13	-6	9	4	13	0.9	1.1	5	10
O=C(NC1=NCCS1)C1CCN(S(=O)(=O)c2ccccc2C(F)(F)F)CC1	-3	5	3	-14	1	1.1	0.95	10	-5

# More structures:
SMILES,ATG4B inhibitor,hIAP inh,NALP3 yeast inh,Apaf1 inhib,TIM10 inh,mIAP act,hIAP activ,tim10-1 inh,mIAP inh
CC1CCCC(NC(=S)NC(=O)c2ccco2)C1C (stereo not given),1,-4,29,13,28,0.97,1,16,3
CCN(c1ccccc1)S(=O)(=O)c1ccc(NC(=S)NC(=O)c2cccs2)cc1,3,13,11,15,11,0.75,0.87,11,25
Cc1cc(Br)ccc1SCC(=O)Nc1cccnc1,-5,3,7,2,17,1,0.97,12,-3
Cc1cc(C)n(-c2nc(NCC(C)O)c3c4c(sc3n2)CCCC4)n1 (stereo not given),-4,17,15,0,24,1.1,0.83,36,-7
Cc1c(NC(=O)COc2cccc(Cl)c2Cl)c(=O)n(-c2ccccc2)n1C,4,-16,5,6,3,0.99,1.2,5,0
COc1ccc(C(C)=O)cc1COC(=O)C1CC(=O)N(Cc2ccccc2)C1 (stereo not given),4,-1,14,-3,15,0.97,1,23,3
CC(C)(C)c1nnc2sc(SCC(=O)N3CCCc4ccccc43)nn2c1=O,-5,4,1,-3,32,0.79,0.96,35,22
Cc1ccc(C)c(NC(=O)COC(=O)c2ccc3c(c2)OCO3)c1,7,15,20,-2,4,0.92,0.85,11,8
CC1(C)CC2CC(C)(CN2C(=O)COC(=O)c2cccnc2Cl)C1 (stereo not given),2,11,6,-6,15,1,0.89,1,-2
COc1ccc(-c2oc3ccc(N4CCOCC4)cc3c2/C=C/c2ccc(OC)c(OC)c2)cc1,-3,3,-5,6,11,1,0.97,16,-4
COn1c(-c2ccccc2)nc2ccc(Cl)cc21,2,-8,12,11,-6,0.92,1.1,3,8
COCc1cc(C)nc2oc(C(=O)c3ccccc3)c(N)c12,-4,-3,21,-5,18,1,1,25,-4
O=C(NCC1CCCO1)c1ccccc1OCc1ccc(F)cc1 (stereo not given),11,-11,21,7,10,0.96,1.1,24,4
COc1ccc2nc(NC(=O)CN3C(=O)NC4(CCCC4)C3=O)sc2c1,-7,0,1,7,-7,0.99,1,-12,1
COC(CNC(=O)[C@H](CSCc1ccccc1)N1Cc2ccccc2C1=O)OC,-1,5,-9,2,8,0.99,0.95,25,1
CCc1ccccc1NC(=O)Nc1ccon1,5,-4,13,5,4,1,1,-11,-4
CCc1ccccc1N(C(=O)CCC(=O)Nc1cc(C)on1)C(C(=O)NC1CCCC1)c1ccco1 (stereo not given),-1,-15,-2,11,16,1,1.1,11,-5
COc1ccc(SCC(=O)Nc2ccccc2Cl)cc1,-10,-2,26,-3,17,0.85,1,16,15
CCOc1ccc(C2C(C(=O)O)c3ccccc3C(=O)N2CCN2CCOCC2)cc1 (stereo not given),-8,-2,13,-3,14,1,1,12,0
CCOCCCn1c(SCC(=O)Nc2cccc(OC)c2)nc2ccccc2c1=O,7,15,14,10,0,1,0.85,11,-3
Fc1cccc(CNc2ncnc3ccc(-c4ccc5c(c4)OCO5)cc23)c1,33,9,2,16,22,1.2,0.91,21,-18

# Complete entries, looked up by structure. Screens in order: ATG4B inhibitor, hIAP inh, NALP3 yeast inh, Apaf1 inhib, TIM10 inh, mIAP act, hIAP activ, tim10-1 inh, mIAP inh
# `CCOC(=O)c1nn(-c2ccc(Cl)cc2Cl)c(=N)c(C#N)c1C` across the screens: ·, 9, 18, 29, 20, 0.69, 0.91, -6, 31
# `c1ccc(Oc2cccc(OCCCn3cncn3)c2)cc1` across the screens: -3, 3, 3, 11, 8, 1, 0.97, 21, -5
# `Cc1ccc2sc(=O)[nH]c2c1` across the screens: -5, -34, 16, -6, -13, 1.1, 1.3, -5, -6
# `CCc1nc(N2CCN(C(=O)CCl)CC2)c2c3c(sc2n1)CC(C)CC3` (stereo not given) across the screens: 14, -1, 24, 19, 38, 0.99, 1, 15, 0
